# TDP1 cell CPT – qHTS for Inhibitors of human tyrosyl-DNA phosphodiesterase 1 (TDP1): qHTS in cells in presence of CPT; chicken DT40 Tdp1-/-;hTDP1 cells + 20 nM CPT, ATP luminescence, 48 h; hit rate 12% among 420,000; Potency, µM (series often up to 46.2 µM), without a hit: at the top dose activity change, negative = growth inhibition, most hits filed as inhibitors; further: nearly all actives have a fitted effect of over 55% in size
#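 Chicken DT40 Tdp1-/- cells stably complemented with human TDP1 were seeded at 400 cells/well in medium containing 20 nM camptothecin, exposed to pin-transferred compounds, and grown at 37 °C for at least 48 hr. Viability was read as ATP luminescence.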
# TDP1 cell noCPT – qHTS for Inhibitors of human tyrosyl-DNA phosphodiesterase 1 (TDP1): qHTS in cells in absence of CPT; DT40 Tdp1-/- hTDP1 cells, no CPT, ATP luminescence, 48 h; Potency, µM (titrated, usually from 46.2 µM), without a hit: at the top dose activity change, negative = growth inhibition, actives largely listed as inhibitors; hit rate 15% among 420,000; AID 686978, 2013; further: nearly all actives have a fitted effect of over 55% in size
#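 Stably hTDP1-transfected Tdp1-null chicken DT40 cells were treated with library compounds minus camptothecin and grown for at least 48 hr at 37 °C, after which cellular ATP was quantified by luminescence.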
# KAT2A inh – qHTS Assay for Inhibitors of GCN5L2; Histone acetyltransferase KAT2A (Homo sapiens), Q92830; GCN5L2 HAT assay, ThioGlo1 CoA-SH fluorescence; Potency, µM (series often up to 58.9 µM), inactives show top-dose activity change, negative = inhibition, hits mostly inhibitors; hit rate 0.21% among 390,000
# Target sequence (Q92830 whole entry, looked up): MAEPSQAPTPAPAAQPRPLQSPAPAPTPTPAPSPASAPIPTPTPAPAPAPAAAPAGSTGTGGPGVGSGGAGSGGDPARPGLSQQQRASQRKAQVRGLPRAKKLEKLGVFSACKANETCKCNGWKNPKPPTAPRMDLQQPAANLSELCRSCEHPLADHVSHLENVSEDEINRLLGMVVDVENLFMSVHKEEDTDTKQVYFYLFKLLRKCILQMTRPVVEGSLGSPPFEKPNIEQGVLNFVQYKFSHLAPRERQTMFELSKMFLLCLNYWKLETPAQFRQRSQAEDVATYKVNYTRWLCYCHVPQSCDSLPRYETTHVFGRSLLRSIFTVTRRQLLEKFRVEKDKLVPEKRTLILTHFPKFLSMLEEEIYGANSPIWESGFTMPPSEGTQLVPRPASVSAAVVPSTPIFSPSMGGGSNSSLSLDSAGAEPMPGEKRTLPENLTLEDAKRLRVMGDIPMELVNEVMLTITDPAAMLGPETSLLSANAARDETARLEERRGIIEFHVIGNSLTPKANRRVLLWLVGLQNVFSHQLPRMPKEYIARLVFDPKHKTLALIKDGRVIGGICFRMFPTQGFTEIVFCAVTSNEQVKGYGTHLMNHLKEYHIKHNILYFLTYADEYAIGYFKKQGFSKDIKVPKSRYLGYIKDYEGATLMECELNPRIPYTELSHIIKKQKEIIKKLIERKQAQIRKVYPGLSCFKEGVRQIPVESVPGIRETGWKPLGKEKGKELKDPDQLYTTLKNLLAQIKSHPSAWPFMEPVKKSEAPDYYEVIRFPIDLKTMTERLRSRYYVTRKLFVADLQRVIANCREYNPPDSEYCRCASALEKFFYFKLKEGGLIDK
#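 Free CoA generated was detected with ThioGlo1 (50uM) fluorescence at Ex340nm/Em540nm, read immediately and after 20 min at room temperature. Enzyme, 20 nM in HEPES pH 7.5 buffer, saw compounds 15 min before adding 75uM H3(1-25) peptide and 70uM acetyl-CoA.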
# Numbers without * were called inactive; u = inconclusive; x = no result given; [ ] = remark or other dose. The call rests on the fitted dose curve; in most records, active means well fitted curve in the direction sought with a large enough effect; inconclusive means small, poorly fitted or top-dose-only effect, or another doubt; inactive means no such curve, though single readings can be large; an effect the other way counts as inactive or inconclusive. On the % scale 0 is the no-effect control and ±100 the full control effect; potency means the concentration at half of the fitted maximal effect. These rows are one share of the data; count on the stated rates, not on these rows.
SMILES,TDP1 cell CPT,TDP1 cell noCPT,KAT2A inh
CCc1ccc(/C=C2\CN(CC)Cc3c2nc2ccccc2c3C(=O)O)cc1,1%,-7%,2µM*
CN(CC1COc2ccccc2O1)C(=O)c1cc(COc2c(F)cccc2F)on1 (centres undefined),u,u,-13%
CCC(C)(C)NC(=O)C(OC(=O)c1ccco1)c1ccccc1F (centres undefined),-5%,-2%,3%
Cc1cccc(N2CCN(C(=O)CS(=O)(=O)c3cccc4nsnc34)CC2C)c1 (centres undefined),u,u,14%
Cc1ccc(C(=O)Nc2ccc3c(c2)OCO3)o1,15µM*,16µM*,-10%
O=C(/C=C/c1ccccc1Cl)Nc1ccccc1,-28%,-19%,-3%
Cc1ccc(C)c(S(=O)(=O)NCc2ccc(C(=O)N3CCN(c4ccccc4)CC3)cc2)c1,u,u,-11%
Cc1ccccc1CN1C[C@@H]2C[C@@H](c3cn[nH]c3-c3ccccc3)N3CCC[C@@]23C1=O,u,u,-2%
Cc1nnc(SCC(=O)NC2CCCCCC2)n1C(C)C,-5%,14%,0%
CCCCOC(=O)Nc1ccc(S(=O)(=O)Nc2ncccn2)cc1,14%,1%,-5%
COCCCNC(=O)c1c(N)n(-c2ccccc2)c2nc3ccccc3nc12,u,18µM*,-13%
CCOC(=O)C1=C(C)N=c2s/c(=C\c3ccc(OCC(=O)O)cc3)c(=O)n2C1c1ccc(OC(C)C)cc1 (centres undefined),-13%,u,u
COc1ccc(C2=Nc3ccccc3N(C(=O)Cc3cc(OC)cc(OC)c3)C2C(=O)NC(C)(C)C)cc1 (centres undefined),18µM*,-85%,x
CCN(CC)CCn1c2ccccc2c2cnc(N=CN(C)C)c(C#N)c21,16µM*,16µM*,-18%
CC(NC(=O)CN(C)Cc1cccc(Cl)c1)c1ccccc1 (centres undefined),-27%,u,0%
CCc1cccc(C)c1NC(=O)CN1CCCN(Cc2ccc(C)cc2)S1(=O)=O,16µM*,10µM*,-10%
O=C(c1ccco1)N1CCN(c2cc(=O)n(-c3ccc(Cl)cc3)c(=O)[nH]2)CC1,9%,-9%,-6%
COc1ccccc1-c1noc(-c2ccc(N3CCOCC3)c([N+](=O)[O-])c2)n1,21µM*,13µM*,-4%
COc1cc(CNC(=O)C2CCC(=O)N(C3CCCCCC3)C2)cc(OC)c1 (centres undefined),-20%,2%,1%
COc1ccccc1N(C)S(=O)(=O)c1ccc(Cl)c(C(=O)Nc2ccncc2)c1,u,u,-6%
CN(Cc1ccccc1)C(=O)CCS(=O)(=O)c1cc(Br)cc2c1N(C(=O)C1CC1)CC2,13µM*,u,3%
C=C1C(=O)C23C(O)C1CCC2[C@]12COC3(O)C(O)C1C(C)(C)CC[C@H]2O (some centres undefined),3.3µM*,6.5µM*,-8%
Cn1[nH]c(C(F)(F)F)c(C=Nc2ccc(Cl)cc2)c1=O,-2%,-4%,-6%
Cc1ccc(CNC(=O)Cn2ccn(-c3ccc(F)cc3)c(=O)c2=O)cc1,20%,3%,0%
COCC(=O)N(Cc1cc2cc(C)ccc2[nH]c1=O)c1cccc(C)c1C,-12%,u,0%
O/N=C(\c1ccccn1)C1CC1c1ccccc1 (centres undefined),u,u,-3%
CN(C)CCNC(=S)Nc1ccc(Cl)cc1,-4%,-9%,-1%
CCCCN1C(=O)c2[nH]nc(-c3ccccc3O)c2C1c1ccc(OCc2ccccc2)cc1 (centres undefined),18µM*,u,-13%
CCCCC(=O)NNC(=S)NC(=O)c1cccc([N+](=O)[O-])c1,23µM*,u,-18%
CC(C)(C)c1cn(-c2ccc(Cl)cc2)c(=S)[nH]1,u,u,0%
CC(C)N1C(=O)NC2(c3ccccc3)N(C)C(=O)N(C)C12c1ccccc1 (centres undefined),4%,-9%,2%
Cc1ccc(Oc2c(C(F)(F)F)oc3c(CN4CCCCC4)c(O)ccc3c2=O)cc1,u,u,-1%
CN(C)c1ccc(C2CC(c3cccc(NS(C)(=O)=O)c3)=NN2C(=O)c2ccccc2)cc1 (centres undefined),-26%,u,-7%
CCN1CCN(C(=O)c2ccc(CNS(=O)(=O)c3cccc(OC)c3)cc2)CC1,u,-29%,-2%
Cc1cccc2cc(C#N)c(NCCNC(=S)NCCCN3CCOCC3)nc12,u,u,2%
COc1cc(OC)nc(Oc2ccc(NC(C)=O)cc2)n1,5%,6%,2%
CCSC1=NCCN1S(=O)(=O)c1ccc(Cl)cc1,-9%,-16%,-1%
O=C(NC(c1cccnc1)C(F)(F)F)c1cc(COc2ccc3c(c2)CCCC3)on1 (centres undefined),4.1µM*,2.6µM*,-11%
Cc1c(Cl)cccc1-n1c(SCC(=O)NCc2ccccc2)nc2n[nH]c(C)c2c1=N,15µM*,12µM*,-2%
Cc1ccc(C(CNC(=O)c2ccco2)N2CCN(C)CC2)cc1 (centres undefined),-1%,-3%,-4%
Cn1cc(/C=N\NC(=O)c2cccs2)c2ccccc21,-2%,12%,-6%
COc1ccc(C(=O)NNC(=O)CSc2nnc(COc3ccccc3OC)n2C)cc1,8%,-14%,-15%
Cc1n[nH]c(=O)nc1NCCN(C)C,-19%,-3%,-1%
CCOC(=O)C1(C)CCCN1C(=O)c1c(F)cccc1F (centres undefined),-4%,-8%,x
Cn1c(C(=O)NCCCN2CCCCC2)cc2sccc21,-18%,-28%,-6%
Cc1ccc2nc(SCC(=O)NCC3Cc4cc(-c5ncccc5C)ccc4O3)[nH]c2c1 (centres undefined),3%[9.04 µM],u,x
CC1(C)OC(=O)N(CC(=O)Nc2cccc(C(F)(F)F)c2)C1(C)O (centres undefined),5%,11%,-9%
COc1ccc(C)cc1NC(=O)C(OC(=O)c1cccc(S(=O)(=O)N(C)c2ccccc2)c1)c1ccccc1 (centres undefined),u,u,0%
O=C(c1ccc(Cl)cc1)N1CCCC(C(=O)N2CCCCC2)C1 (centres undefined),7%,15%,-7%
Fc1ccc(CSc2nc3ncccc3[nH]2)cc1,u,u,-1%
O=C(Nc1cccc(Cl)c1)c1ccc2sc([C@@H]3O[C@H](CO)[C@H](O)[C@H](O)[C@H]3O)nc2c1,0%,-1%,x
CN1CCN(c2ccncc2S(=O)(=O)N2CCCC2)CC1,9%,17%,x
COc1ccc(OC)c(NC(=O)CN2C(=O)COc3ccc(C)cc32)c1,u,-5%,-2%
CCOC(=O)c1c(C)oc2nc(C)nc(NCc3ccc(F)cc3)c12,u,16µM*,-3%
O=C(CSc1ccc(-c2ccc(F)cc2)nn1)N1CCOCC1,1%,2%,-2%
CCOC(=O)C1CCN(C(=S)Nc2ccc(CC)cc2)CC1,28%,7%,-5%
O=C(CCN1C(=O)c2ccccc2S1(=O)=O)Nc1ccc(Cl)cc1,-8%,11%,1%
CCCc1nc(SCC(=O)Nc2nnc(CC)s2)c2c(=O)n(C)c(=O)n(C)c2n1,6.5µM*,3.3µM*,-1%
O=C(NCc1cccc(C(F)(F)F)c1)C1CCCN(c2cnccn2)C1 (centres undefined),-8%,3%,-2%
O=C(Nc1ccnn1C1CCN(C(=O)c2ccc(Cl)cc2)CC1)C1CC1,-9%,7%,-16%

# Next section
SMILES,TDP1 cell CPT,TDP1 cell noCPT,KAT2A inh
O=C(c1ccc2c(c1)OCCO2)C1CCN(C(=O)Nc2ccc(F)cc2)CC1,u,18µM*,-5%
Cn1c(=O)[nH]c(=O)c2c1nc(N1CCCCC1)n2CCCSc1nnnn1-c1ccccc1,u,u,-8%
Cc1ccccc1OCC(=O)Nc1ccc(N2CCN(S(C)(=O)=O)CC2)cc1,-8%,-27%,0%
CCC(C)NCCOCCOc1ccc(C)cc1Br (centres undefined),-25%,u,u
O=C(NCCCN1CCOCC1)c1csc2c1CCCC2,-7%,-1%,-3%
Cn1c(=O)c2[nH]c(N=NNc3ccccc3F)nc2n(C)c1=O,-5%,4%,-22%
COc1ccc(NC(=S)NCCC2=CCCCC2)cc1OC,u,u,-3%
CN(Cc1ccc(Br)cc1)CC(O)COc1cccc(Br)c1 (centres undefined),u,u,0%
COc1ccc(OC)c(NC(=O)C2(C)CCN2Cc2ccsc2)c1 (centres undefined),16µM*,12µM*,x
C=CCC[C@H](Cc1ccc(F)cc1)C(=O)OC[C@H](Cc1c[nH]c2ccccc12)NC(=O)[C@@H](CC=C)CC(=O)N(CCO)Cc1ccccc1,u,u,-11%
O=C(CCN1C(=O)/C(=C/c2cccs2)SC1=S)Nc1ccccc1O,-6%,u,-14%
Cc1cc(C)cc(NC(=S)N2CCC(NC(=O)C3CCCCC3)CC2)c1,-11%,1%,2%
CC1(C)OC1COc1c2ccoc2cc2oc(=O)ccc12 (centres undefined),u,-11%,-4%
Cc1cc2nn(-c3cccc4ccccc34)nc2cc1NC(=O)c1cccs1,23µM*,-72%,-13%
O=C(NCc1cccnc1)C1CC(c2ccc(F)cc2)=NO1 (centres undefined),6%,9%,-1%
COc1ccc(OC)c(C2=NOC(C(=O)N3CCCc4ccccc43)C2)c1 (centres undefined),-20%,u,-11%
CCc1cccc(C)c1NC(=O)N(C)C1CCCCC1,-23%,u,-2%
COc1cccc(NC(=O)CCc2nc(-c3ccccc3F)no2)c1,u,u,2%
CCN1CCN(C(c2ccc(C)cc2)c2sc3nc(-c4ccco4)nn3c2O)CC1 (centres undefined),4%,0%,-15%
O=S(=O)(N1CCCCC1)N1CCN(c2ccccc2F)CC1,-3%,-7%,3%
COc1ccc(CC(=O)Nc2ccc(-c3nc4cc(C)ccc4o3)c(O)c2)cc1OC,u,u,-5%
OC1CCNC(=S)N1c1ccccc1 (centres undefined),-14%,-16%,-3%
CCOC(=O)C(C)Oc1cccc2c(=O)n(CC(=O)NCc3ccco3)ccc12 (centres undefined),1.6µM*,2.1µM*,-6%
O=C(NNc1c2ccccc2nc2ccccc12)c1cccc(O)c1,u,12µM*,2%
CCOc1ccc(C2=NNC(c3cccnc3)=Nc3ccc(OC)cc32)cc1,-24%,-21%,-6%
CCOc1ccc(CNS(=O)(=O)c2c(C(=O)N3CCCC3)c(C)n(C)c2C)cc1OC,2%,27%,-3%
Cc1ccc(NC(=O)CN2C=NS(=O)(=O)c3ccccc32)c(C)c1,-14%,-16%,-10%
Cc1c(C(=O)NCCSCc2c(Cl)cccc2Cl)cccc1[N+](=O)[O-],u,u,-23%
COc1ccc(N2C(=O)C3C(C2=O)C2C=CC3C23CC3)c(OC)c1 (centres undefined),3%,-7%,-5%
CN(CC(=O)Nc1cccc(F)c1)C(=O)c1ccccc1OCCOc1ccccc1,u,u,-2%
O=C(c1cccs1)N1CCN(c2ncc(Br)cn2)CC1,-18%,u,-27%
Cc1ccc(C)c(N2CCN(C(=O)c3ccc(NC4=NC5CS(=O)(=O)CC5S4)cc3)CC2)c1 (centres undefined),u,-12%,-5%
